Assay outcomes from PubChem BioAssay.
NCI-60 one-dose screen, 48 h, at 10 µM unless noted. Numbers give growth in % (100 = growth as untreated, 0 = no growth, -100 = all killed).
HOP-62: HOP-62 NSCLC; 80,000 compounds, 3.9% hits
M14: M14 melanoma. 80,000 compounds, 6.2% hits. AID 1794745
EKVX: EKVX NSCLC; AID 1794765; 71,000 compounds, 3% hits
A549/ATCC: A549/ATCC NSCLC; AID 1794740; 81,000 compounds, 3.7% hits
RPMI-8226: RPMI-8226 leukemia cells; 77,000 compounds, 7.5% hits
MDA-MB-435: MDA-MB-435 melanoma; 82,000 compounds, 7.8% hits
HOP-92: HOP-92 NSCLC cells | 71,000 compounds, 6.3% hits
CCRF-CEM: CCRF-CEM leukemia; 77,000 compounds, 7% hits; AID 1794778
The depositor's hits bear a star; . = no result given. How the source made its calls: active means growth percent below 10; inactive means the rest.

no.	smiles	HOP-62	M14	EKVX	A549/ATCC	RPMI-8226	MDA-MB-435	HOP-92	CCRF-CEM
1	O=C1C(Br)=CC(Br)(Br)C=C1Br	104	97	104	95	121	103	83	110
2	Cc1ccc2ncn(C(=O)/C=C/c3ccccc3)c2c1	103	88	.	92	12	68	91	39
3	Cc1ccc(-c2cc3nc(C(Cl)Cl)nc(C(C)(C)C)n3n2)cc1	85	96	85	62	63	78	107	98
4	Cc1cccc(CN2CCN(C(c3ccccc3)c3ccc(Cl)cc3)CC2)c1 (stereo not drawn)	108	76	79	81	80	98	39	75
5	COc1ccc(-c2cnc3sc4ccc(Cl)cc4n23)cc1	101	96	86	109	96	91	81	101
6	O=c1n(CC2CO2)c(=O)n(CC2CO2)c(=O)n1CC1CO1 (stereo not drawn)	57	62	.	44	85	83	76	33
7	NC(=S)N1N=C(c2ccccc2)CC1=O	104	122	108	98	90	113	.	86
8	O=C(c1ccccc1O)N1CCOCC1	101	116	108	101	115	102	97	.
9	COc1cc(OC)cc(-c2n/c(=C\c3c(O)[nH]c4ccccc34)cc3c2=Nc2ccccc2-3)c1	98	94	94	110	109	93	102	.
10	CC(=O)c1ccc(-n2c(-c3cc(-c4ccsc4)n[nH]3)n[nH]c2=S)cc1	112	98	.	98	101	106	90	.
11	Cc1cc2c(-c3ccc(NC(=O)[C@H](N)CC(C)(C)C)cc3C)ccnc2[nH]1	100	.	92	91	63	91	60	64
12	Cc1ccc(S(=O)(=O)N/N=C2\C(=N\NS(=O)(=O)c3ccc(C)cc3)C3c4ccccc4C2c2ccccc23)cc1	89	96	.	104	96	98	99	93
13	S=C(CSc1ccccc1)Nc1cccc2ccccc12	.	114	98	101	100	116	.	117
14	CCCCCCCCCCCCCCCCCCNC(=S)N/N=C/c1ccc(O)c(OCC)c1	102	106	.	103	101	101	89	.
15	OC(COc1cccc2ccccc12)CN1CCN(c2ccccc2)CC1 (stereo not drawn)	90	87	103	102	.	88	78	.
16	COc1ccc(CNC(=O)C2CSC3c4ccccc4C(=O)N23)cc1 (stereo not drawn)	94	100	106	96	102	114	86	97
17	CSCCC(C(=O)O)N(CCC#N)CCC#N (stereo not drawn)	97	109	110	89	103	115	85	96
18	O=C(Nc1ccc(-n2ccc3c(NC(=O)c4ccccc4)nccc32)cc1)c1ccc(Cl)c(C(F)(F)F)c1	54	31	73	-30*	-17*	12	47	-9.6*
19	C#CCN(Cc1ccccc1OC)Cc1ccccc1Sc1ccccc1	92	92	.	92	86	97	70	.
20	O=C(O)Cn1c(=S)sc2ccccc21	89	97	99	82	113	101	108	106
21	COc1ccc(-c2cn[nH]c2-c2ccc(OC)cc2O)cc1	96	102	95	94	71	74	111	.
22	COc1ccc(/C=N/Nc2cc(=O)[nH]c3ccc(C)cc23)cc1	86	86	82	91	82	102	88	88
23	O=c1c2cc(F)ccc2sc2c(NCCN3CCCCC3)nc3ccccc3c12	64	-62*	61	59	.	29	34	44
24	Cc1c(C(=O)NCCc2ccc(N3CCCCC3)cc2)[nH]c2ccc(Cl)cc2c1=O	82	83	64	80	55	84	59	69
25	C=CCNCCCN1C(=O)c2ccc3c4c(ccc(c24)C1=O)C(=O)N(CCCNCC=C)C3=O	-53*	-85*	-79*	-74*	11	-79*	-22*	5.0*
26	CCCCCCCCCCCC(=O)Nc1ncnc2nc[nH]c12	83	94	.	100	94	98	79	93
27	Cn1c2ccc(Br)cc2c2c3c(c4c5cc(F)ccc5oc4c21)C(=O)NC3=O	110	100	84	104	98	97	96	85
28	COC(=O)c1nc(=S)[nH]c(C(=O)OC)c1C(=O)c1ccc2ccccc2c1	106	112	103	120	103	104	101	102
29	CC1=C2C(=C[C@@](C)(CO)[C@@H]2OC(=O)N(C)CCN(C)C(=O)OC(C)(C)C)C(=O)[C@](C)(O)C12CC2	10.0*	55	79	10	48	73	8.1*	75
30	Nc1cc2c(cc1S(=O)(=O)O)C(=O)c1ccccc1C2=O	96	103	108	99	105	112	101	104
31	O=C1CCCC/C1=C\c1c(-c2ccc(Cl)cc2)nn(-c2ccccc2)c1C(F)(F)F	102	95	78	83	.	106	.	79
32	CCn1cc(C(=O)O)c(=O)c2cc(F)c(N3CCN(CCC(=O)Nc4ccc(/C(C)=N/O)cc4)CC3)cc21	103	88	97	102	99	99	100	102
33	CN1CCCC(c2ccccc2)C1c1ccccc1 (stereo not drawn)	90	99	110	101	104	108	98	102
34	COc1cc(/C=C/c2cc(/C=C/c3ccc(O)c(OC)c3)n(C(=O)c3ccccc3Br)n2)ccc1O	44	5.4*	31	42	14	-31*	.	3.5*
35	CCc1cc2n(n1)-c1ncc(C(F)(F)F)cc1Oc1ccccc1-2	103	104	101	86	84	106	84	90
36	O=C(NCCCCNC(=O)OCc1ccc2c(Cl)cc(Cl)c(O)c2n1)OCc1ccc2c(Cl)cc(Cl)c(O)c2n1	9.5*	12	91	15	25	-49*	48	18

19 structures already listed, sorted by formula weight, ascending.
no.	smiles	HOP-62	M14	EKVX	A549/ATCC	RPMI-8226	MDA-MB-435	HOP-92	CCRF-CEM
20	O=C(O)Cn1c(=S)sc2ccccc21	89	97	99	82	113	101	108	106
33	CN1CCCC(c2ccccc2)C1c1ccccc1 (stereo not drawn)	90	99	110	101	104	108	98	102
17	CSCCC(C(=O)O)N(CCC#N)CCC#N (stereo not drawn)	97	109	110	89	103	115	85	96
30	Nc1cc2c(cc1S(=O)(=O)O)C(=O)c1ccccc1C2=O	96	103	108	99	105	112	101	104
22	COc1ccc(/C=N/Nc2cc(=O)[nH]c3ccc(C)cc23)cc1	86	86	82	91	82	102	88	88
26	CCCCCCCCCCCC(=O)Nc1ncnc2nc[nH]c12	83	94	.	100	94	98	79	93
35	CCc1cc2n(n1)-c1ncc(C(F)(F)F)cc1Oc1ccccc1-2	103	104	101	86	84	106	84	90
16	COc1ccc(CNC(=O)C2CSC3c4ccccc4C(=O)N23)cc1 (stereo not drawn)	94	100	106	96	102	114	86	97
15	OC(COc1cccc2ccccc12)CN1CCN(c2ccccc2)CC1 (stereo not drawn)	90	87	103	102	.	88	78	.
19	C#CCN(Cc1ccccc1OC)Cc1ccccc1Sc1ccccc1	92	92	.	92	86	97	70	.
28	COC(=O)c1nc(=S)[nH]c(C(=O)OC)c1C(=O)c1ccc2ccccc2c1	106	112	103	120	103	104	101	102
23	O=c1c2cc(F)ccc2sc2c(NCCN3CCCCC3)nc3ccccc3c12	64	-62*	61	59	.	29	34	44
24	Cc1c(C(=O)NCCc2ccc(N3CCCCC3)cc2)[nH]c2ccc(Cl)cc2c1=O	82	83	64	80	55	84	59	69
27	Cn1c2ccc(Br)cc2c2c3c(c4c5cc(F)ccc5oc4c21)C(=O)NC3=O	110	100	84	104	98	97	96	85
29	CC1=C2C(=C[C@@](C)(CO)[C@@H]2OC(=O)N(C)CCN(C)C(=O)OC(C)(C)C)C(=O)[C@](C)(O)C12CC2	10.0*	55	79	10	48	73	8.1*	75
32	CCn1cc(C(=O)O)c(=O)c2cc(F)c(N3CCN(CCC(=O)Nc4ccc(/C(C)=N/O)cc4)CC3)cc21	103	88	97	102	99	99	100	102
18	O=C(Nc1ccc(-n2ccc3c(NC(=O)c4ccccc4)nccc32)cc1)c1ccc(Cl)c(C(F)(F)F)c1	54	31	73	-30*	-17*	12	47	-9.6*
34	COc1cc(/C=C/c2cc(/C=C/c3ccc(O)c(OC)c3)n(C(=O)c3ccccc3Br)n2)ccc1O	44	5.4*	31	42	14	-31*	.	3.5*
36	O=C(NCCCCNC(=O)OCc1ccc2c(Cl)cc(Cl)c(O)c2n1)OCc1ccc2c(Cl)cc(Cl)c(O)c2n1	9.5*	12	91	15	25	-49*	48	18

Other results:
no.	smiles	HOP-62	M14	EKVX	A549/ATCC	RPMI-8226	MDA-MB-435	HOP-92	CCRF-CEM
37	COc1ccc(CNCCCNCc2ccc(OC)c(OC)c2)cc1OC	.	108	106	.	111	105	60	117
38	NCCOc1ncccc1/C=C1\c2ccccc2-c2ccc(F)cc21	11	25	52	-52*	-15*	61	30	6.8*
39	C#CCn1cc(C(=O)c2cc(C)c(C)cc2O)cc(-c2ccc(OC)cc2)c1=O	104	106	94	94	90	98	88	106
40	CCCCN1CCC(=O)NC1=O	103	103	.	.	115	.	83	108
41	N#C/C(=C\c1ccc(-c2cc(Cl)ccc2Cl)o1)c1ccc(F)cc1	77	86	75	93	101	96	36	98
42	CCCS(=O)(=O)Oc1ccc(-c2ccc3occc3c2)cc1	107	102	90	94	98	98	109	97
43	CC(C)OCCCNc1nc2c(cnn2C)c(=O)[nH]1	95	113	81	101	106	109	.	47
44	O=C(N/N=C/c1ccc([N+](=O)[O-])s1)c1[nH]c2ccc(Br)cc2c1-c1ccccc1	27	-35*	9.9*	14	0.9*	-35*	-7.3*	16
45	c1ccc(NN(Cc2ccccn2)c2ccccc2)cc1	102	104	69	96	103	108	95	95
46	COc1ccc2c(c1)oc1c(C)c3c(c(C)c12)C(=O)N(CCOS(C)(=O)=O)C3=O	103	103	107	109	94	95	113	100
47	COc1cc2nc(N3CCN(C)CC3)nc(Nc3cc(C)[nH]n3)c2cc1OC	97	105	.	99	94	98	91	101
48	O=C(CCCCCCNC(=O)c1csc(Br)n1)NO	48	29	53	35	2.8*	12	5.3*	16
49	CCCCCCCCN(CCCCCCCC)CC(O)c1cc(-c2ccccc2)nc2ccc(OC)cc12 (stereo not drawn)	95	25	95	79	2.0*	60	70	4.6*
50	Clc1ccc(-c2nn(-c3ccccc3)c3nccc(-c4ccccc4)c23)cc1	108	102	103	100	109	95	124	97
51	CCOC(=O)NC(=O)NC(=O)OCC	109	109	99	97	105	106	108	104
52	COc1cc(C=C2C(=O)NC(=S)NC2=O)cc(CN2CCCC2)c1O	103	109	101	97	106	100	93	107
53	COc1cc(/C=C/c2nnc(-c3cc(-c4ccccc4)n[nH]3)o2)cc(OC)c1OC	102	127	102	98	83	102	.	76
54	CSc1nc(Cl)c(Br)c(Cl)n1	94	94	99	84	107	97	92	.
55	O=C1Nc2cc(Cl)ccc2/C1=C\c1c(-c2ccc(F)cc2)nc2ccccn12	3.4*	-11*	35	34	46	-55*	70	7.7*
56	C[C@H](C#Cc1ccc(Cc2ccc(F)cc2)s1)N(O)C(N)=O	104	95	93	101	90	106	56	88
57	CCOC(=O)CSCC(=O)OCC	113	100	103	93	104	113	102	101
58	Cc1ccc(NC(=O)c2sc3nc(-c4cccs4)ccc3c2N)cc1C	103	115	103	97	104	102	106	97
59	Cc1ccc(NC(=S)NC(=O)c2ccccc2)cc1	97	95	86	96	96	92	97	103
60	Cc1c(NC(=O)CCl)c(=O)n(-c2ccccc2)n1C	124	112	100	97	.	96	.	.
61	C#C[C@]1(O)CC[C@H]2[C@@H]3CC=C4c5sc(-c6ccc(O)c(O)c6)nc5CC[C@]4(C)[C@H]3CC[C@@]21C	-83*	-88*	-74*	-79*	-50*	-62*	-54*	-28*
62	S=C1CC(=S)c2cc(Cl)ccc2N1	90	91	92	101	82	104	115	92
63	Cc1nnc(Cc2ccccc2)c2n[nH]c(C)c12	101	100	.	99	93	111	97	98
64	O=C(O)C1Cc2c([nH]c3ccccc23)C(c2ccc(Cl)cc2Cl)N1 (stereo not drawn)	84	105	.	88	86	107	90	93
65	COc1ccc(C2CC(=O)Nc3c(-c4cccc(F)c4)nsc32)cc1 (stereo not drawn)	97	100	.	85	82	90	63	89
66	COc1ccc(/C=C/C(=O)c2ccccc2)cc1Br	102	110	.	.	104	101	103	.

Two entries from above in a different format.
#61 C#C[C@]1(O)CC[C@H]2[C@@H]3CC=C4c5sc(-c6ccc(O)c(O)c6)nc5CC[C@]4(C)[C@H]3CC[C@@]21C
#62 S=C1CC(=S)c2cc(Cl)ccc2N1

compound no.	61	62
HOP-62	-83*	90
M14	-88*	91
EKVX	-74*	92
A549/ATCC	-79*	101
RPMI-8226	-50*	82
MDA-MB-435	-62*	104
HOP-92	-54*	115
CCRF-CEM	-28*	92
